# Bioassay records (PubChem BioAssay)
# mcGAS lum: cyclic GMP-AMP synthase inhibitors, mouse, primary biochemical chemiluminescence. actives 0.15% (n = 160,000). recombinant cGAS, Kinase-Glo ATP depletion luminescence. inhibition, % at 12.5 µM;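 note: 0% = negative control wells and 100% = reference inhibitor with no enzyme activity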
# hcGAS lum: Primary biochemical luminescence assay for human cyclic GMP-AMP synthase inhibitors; Q8N884; recombinant h-cGAS, ATP depletion, Kinase-Glo luminescence; inhibition, % at 12.5 µM; actives 0.081% (n = 290,000); AID 1259398, 2018;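 note: 0% = vehicle reaction and 100% = reaction without DNA for no activity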
# Target sequence (Q8N884 whole entry, looked up): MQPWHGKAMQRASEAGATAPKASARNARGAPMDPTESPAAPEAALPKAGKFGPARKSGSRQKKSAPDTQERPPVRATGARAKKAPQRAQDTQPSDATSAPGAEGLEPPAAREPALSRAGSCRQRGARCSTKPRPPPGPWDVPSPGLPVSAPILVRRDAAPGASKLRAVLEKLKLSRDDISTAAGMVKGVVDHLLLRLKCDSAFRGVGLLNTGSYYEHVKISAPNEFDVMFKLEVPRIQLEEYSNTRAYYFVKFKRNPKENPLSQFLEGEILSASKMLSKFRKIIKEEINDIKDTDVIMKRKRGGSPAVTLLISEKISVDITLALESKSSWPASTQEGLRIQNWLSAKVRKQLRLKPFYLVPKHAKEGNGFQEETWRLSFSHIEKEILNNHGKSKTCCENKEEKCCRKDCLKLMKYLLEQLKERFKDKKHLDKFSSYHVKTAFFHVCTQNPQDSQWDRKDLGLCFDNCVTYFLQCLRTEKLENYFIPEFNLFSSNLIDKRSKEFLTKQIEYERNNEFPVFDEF
# NPYLR7 agonist: agonists of mosquito NPYLR7 receptor, primary screen, cell-based, Aedes aegypti, calcium fluorescence, mosquito biting behavior; Aedes aegypti neuropeptide Y-like receptor 7 (NPYLR7); HEK293T NPYLR7/Galpha15, GCaMP6s calcium fluorescence; activation, % at 10 µM; actives 0.15% (n = 270,000); in the data active = activation above about 40%;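 note: 0% = vehicle and 100% = reference agonist at the receptor; some compounds past the cut are filed as inactive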
# Numbers without * were called inactive; x = no result given; & = joins results of further samples. Cut-off read from the data, not from the text of the source, unless noted: active = inhibition above about 40%; inactive = the rest.
# A first look:
# Values run as follows: mcGAS lum	hcGAS lum	NPYLR7 agonist
- C/C(=N/N=C1\NC(=O)C(CC(=O)Nc2cccc(Cl)c2Cl)S1)c1ccc(Cl)cc1 (stereo unspecified)
 : x	-9	5
- Cc1cc(=O)n2c(n1)SCC2CC(=O)N1CCC(C(N)=O)CC1 (stereo unspecified)
 : x	-2	0
- Cc1ccsc1C(=O)NC1CC(=O)N(CCCc2ccccc2)C1 (stereo unspecified)
 : x	-5	2

# The listing, repeating the preview:
# Values run as follows: mcGAS lum	hcGAS lum	NPYLR7 agonist
- C/C(=N/N=C1\NC(=O)C(CC(=O)Nc2cccc(Cl)c2Cl)S1)c1ccc(Cl)cc1 (stereo unspecified)
 : x	-9	5
- Cc1cc(=O)n2c(n1)SCC2CC(=O)N1CCC(C(N)=O)CC1 (stereo unspecified)
 : x	-2	0
- Cc1ccsc1C(=O)NC1CC(=O)N(CCCc2ccccc2)C1 (stereo unspecified)
 : x	-5	2
- Cc1cc(C)cc(N2CCN(C(=O)CC3C(=O)NCCN3C3CCCC3)CC2=O)c1 (stereo unspecified)
 : x	-6	12
- O=C(C1CCCC1)N1CCCC(N2CCN(c3ccccc3)CC2)C1 (stereo unspecified)
 : x	-3	0
- CCC(Nc1cccc(OC)c1)C(=O)NCc1cnc(C)cn1 (stereo unspecified)
 : x	1	-3
- O=C1SC(Nc2ccc(Br)cc2)C(=O)N1CCN1C(=O)c2ccccc2C1=O (stereo unspecified)
 : -4	-8	11
- O=C(O)c1ccc(/C=C2\SC(=Nc3ccccc3)N(c3ccccc3)C2=O)cc1
 : -2	1	0
- CCCCCCCCn1c(NC(C)CC)nc2c1c(=O)[nH]c(=O)n2C (stereo unspecified)
 : -10	-10	x
- CCOC(=O)Cn1c(=O)c2c(nc3n2CCN3c2ccc(C)c(Cl)c2)n(C)c1=O
 : -7	-2	1
- Fc1cccc(Cl)c1CSC1=Nc2ccccc2CS1
 : -2	0	0
- COc1cccc(C(=O)Nc2ccc(N3CCN(c4ccccc4OC)CC3)c(C(=O)N3CCCCC3)c2)c1
 : -2	-1	10
- CNC(=O)[C@@H]1C[C@@H](N)CN1C(=O)c1cccc(NCc2ccc(F)cc2)c1
 : -14	-10	-7
- CC(C)(C)c1cc(NC(=O)c2ccc(F)c(C(F)(F)F)c2)n(-c2ccccc2Cl)n1
 : -6	-4	22
- CC(C)(C)c1ccc2c(c1)CC(CNC(=O)c1ccco1)O2 (stereo unspecified)
 : -6	-1	17
- CCN1N=C(C(=O)N2CCC(c3nc(-c4ccncc4)cs3)CC2)CCC1=O
 : -16	-6	0
- CN(Cc1nc2ccc(F)cc2[nH]1)Cc1nc(C(c2ccccc2)c2ccccc2)no1
 : -6	2	3
- Cc1ccc(S(=O)(=O)N=C2C=C(ON=C3C=CC(=O)C=C3)C(=O)c3ccccc32)cc1
 : -6	-7	1
- Cc1ccc(C(=O)N2CCC3(CC2)C(=O)NCCN3C)c2ccccc12
 : -12	-4	18
- O=C1C(C(c2ccco2)N2CCN(c3ccccc3)CC2)Sc2nc(-c3ccco3)nn21 (stereo unspecified)
 : -8	-8	0
- COC(=O)C12CCC(C)(C(O)C1)C2(C)C (stereo unspecified)
 : x	2	-2
- COC(=O)[C@@H]1C[C@H](NC(=O)c2cnc(OC)nc2)CN1C
 : x	0	-2
- COc1ccccc1NC(=O)Cn1nc(Nc2ccc(C)cc2)c(S(=O)(=O)c2ccccc2)c1N
 : -7	-6	6
- CCC(=O)N1CCN(c2cc(Oc3ccc(F)cc3)ncn2)CC1
 : -5	-7	x
- CC(C)(Sc1ccc(CCN(CCCCC2CCCCC2)C(=O)NC2CCCCC2)cc1)C(=O)O
 : -2	-3	-2
- CC1(C)CC(=O)C2=C(C1)OC(=N)C(C#N)C2c1c(Cl)cccc1Cl (stereo unspecified)
 : -4	-3	-15
- O=c1nc(SCc2ccccc2Cl)c2c(n1Cc1cccnc1)CCC2
 : -7	-6	-4
- CCc1nc2c(sc3cccc(F)c32)c(=O)n1CC(=O)NCc1ccc(C)cc1
 : -8	-9	-3
- Cn1cccc1C(=O)N1CC[C@H](NC(=O)NC2CCCCC2)[C@H]1C(=O)N1CCC[C@@H]1C(N)=O
 : -8	-4	-1
- Cc1ccc(CN(C)Cc2nc(CC3CC3)no2)o1
 : -5	-4	-2
- COCC(=O)N1N=C(c2cccc(NS(C)(=O)=O)c2)CC1c1cccc([N+](=O)[O-])c1 (stereo unspecified)
 : -9	-8	x
- Cn1cc(C(O)CNC(=O)NC(c2ccc(F)cc2)C2CCC2)cn1 (stereo unspecified)
 : x	-9	1
- NC(=O)c1cc(S(=O)(=O)N2CCOCC2)ccc1Cl
 : -7	-1	7
- O=C(CSc1nnc(-c2cccc(Br)c2)o1)N1CCCCC1
 : -4	-8	14
- NS(=O)(=O)c1ccc(CNc2ccc3ncc(-c4ccc(N5CCOCC5)cc4)n3n2)cc1
 : -3	-2	1
- O=C(O)c1c[nH]n2ccnc12
 : x	-6	-11
- CCCC(=O)Nc1cc(C(=O)N(CC)Cc2ccncc2)ccc1C
 : -16	-3	12
- Cn1c(C2CCN(S(C)(=O)=O)CC2)nn(CC(=O)c2ccccc2)c1=O
 : -8	-4	-5
- COc1cccc(-c2cccc(NC(=O)C3CCCCN3C(=O)CCN3CCCC3=O)c2)c1 (stereo unspecified)
 : x	-8	3
- CCC(C)NC(=O)C(C)NC(=O)c1ccc(Nc2ccncc2)cc1 (stereo unspecified)
 : -17	-8	2

# Filtered by structure: those above with a COOH group
# Values run as follows: mcGAS lum	hcGAS lum	NPYLR7 agonist
- O=C(O)c1ccc(/C=C2\SC(=Nc3ccccc3)N(c3ccccc3)C2=O)cc1
 : -2	1	0
- CC(C)(Sc1ccc(CCN(CCCCC2CCCCC2)C(=O)NC2CCCCC2)cc1)C(=O)O
 : -2	-3	-2
- O=C(O)c1c[nH]n2ccnc12
 : x	-6	-11

# The list continues.
# Values run as follows: mcGAS lum	hcGAS lum	NPYLR7 agonist
- Cc1ccc(-c2nnc(CN3CCC(Oc4ccncc4)CC3)o2)cc1
 : x	-6	4
- Cc1cccnc1C(C)NC(=O)CCN1CCCO1 (stereo unspecified)
 : -17	-4	x
- O=C(NC1CC1)c1ccnc(-c2cccc3ccnn23)c1
 : -11	-7	6
- Cc1nn(C(C)C)c(C)c1CN1CCN(c2ncc(F)cn2)CC1
 : -19	-1	6
- Cc1onc(-c2ccccc2)c1C(=O)NCCC(c1ccccc1)c1ccccc1
 : x	2	5
- Cc1cccc(Cn2c(NC3CCCCC3)nc3c2c(=O)n(C)c(=O)n3C)c1
 : 2	4	-17
- CC(C)(C)C(=O)N1CCN(c2ncnc3c2nnn3-c2ccccc2)CC1
 : -8	-2	-17
- CC(C)(C)NCC(O)c1ccc(O)c(CO)c1 (stereo unspecified)
 : -5&-4&-3	-6&0&-5&10&2	7&12&30&4&1
- Cc1cc(S(=O)(=O)ON2C(=O)c3ccccc3C2=O)ccc1F
 : -6	-4	-9
- Oc1oc(-c2ccc(Cl)cc2)nc1C=Nc1ccc(Br)cn1
 : -4	-5	6
- Cc1nc2c(=O)n(CC(=O)Nc3ccccc3)nc(-c3ccco3)c2s1
 : -7	-2	1
- Cc1c(CC(=O)NCc2ccon2)c2c(n1Cc1ccccc1F)CCCC2=O
 : x	-6	2
- CC(C)C1COc2cc3oc(=O)ccc3cc2O1 (stereo unspecified)
 : -4	-5	x
- O=C(Cn1nc2c(c1NC(=O)CC(c1ccccc1)c1ccccc1)CSC2)NCC1CCCO1 (stereo unspecified)
 : -5	-1	-5
- CCNC(=O)C(C)NC(=O)NC(C)c1ccccc1C(F)(F)F (stereo unspecified)
 : -12	-6	12
- Cc1cc(OS(=O)(=O)c2c(C)noc2C)cc(C(C)C)c1
 : x	-8	6
- CC(C)COc1nc(-c2cccc(F)c2)n(-c2cccc(NC(=O)Nc3cccc(Cl)c3)c2)n1
 : -4	-5	15
- CC1CCc2ccccc2N1CCC(=O)NC1(C#N)CCOCC1 (stereo unspecified)
 : -6	-6	9
- CC(CC(=O)c1cccc(F)c1)C(=O)N1CCC(CN(C)C)CC1 (stereo unspecified)
 : -10	-1	-1
- O=C(Nc1cccc2ccccc12)N1CCCC1C(O)C(F)(F)F (stereo unspecified)
 : x	-12	9
- COC(=O)Cn1c(=O)c2c(nc3n(-c4cc(C)ccc4C)c(C)cn23)n(C)c1=O
 : x	-7	-1
- Cc1ccccc1C1SCC(=O)N(CC(=O)NCC2CCCO2)c2c1c(-c1ccccc1)nn2-c1ccccc1Cl (stereo unspecified)
 : -4	-6	21
- CCOC(=O)c1cc(-c2cccc(NC(=O)c3c(C)noc3C)c2)n(-c2ccccn2)n1
 : 1	4	-6
- COC(=O)C1=C(C)N=c2s/c(=C\c3ccc(Cl)cc3Cl)c(=O)n2C1c1cccs1 (stereo unspecified)
 : -4	-2	12
- CCN=C1SC(CC(=O)Nc2sccc2C(=O)OC)C(=O)N1CC (stereo unspecified)
 : -3	-2	11
- C[C@@H]1CN(C2CCN(Cc3nc(C(c4ccccc4)c4ccccc4)no3)CC2)C[C@H](C)O1
 : -17	-5	8
- CCOC(=O)c1[nH]ncc1CN1CCCC(Nc2ccccc2)C1 (stereo unspecified)
 : x	-4	3
- CC(CC(F)(F)F)C(=O)N1CCC(n2c(Cc3ccccc3)nc3ccccc32)CC1 (stereo unspecified)
 : -4	0	5
- CC1(C(=O)Nc2ccccc2)CCN1C(=O)C1(c2ccccc2)CC1 (stereo unspecified)
 : x	-8	3
- CC(C)N(C(=O)c1ccc(-c2n[nH]c(C3CC3)n2)cc1)C1CCC1
 : x	5	-24
- CCOC(=O)Cn1c2c(c3ccccc31)C[C@H]1C[C@@H]2[C@@H](OC)CN1C(=O)c1cnccn1
 : -8	-5	31
- CCOC(=O)CCC(=O)N(CCOC)CC(=O)N1CCc2sccc2C1c1ccc(Cl)cc1Cl (stereo unspecified)
 : -5	-4	5
- C=C(C)COc1cccc(C(=O)N(C)Cc2ncccc2C)c1
 : -10	-4	18
- COc1ccc(NS(=O)(=O)c2ccc(C)cc2C)c(Br)n1
 : x	5	5
- COc1cccc(C2Nc3ccccc3N=C3CC(c4ccc(OC)c(OC)c4)CC(=O)C32)c1 (stereo unspecified)
 : -5	-5	2
- Cc1ncoc1C(=O)N(CC1CCN(C2Cc3ccccc3C2)CC1)CC1CCCO1 (stereo unspecified)
 : x	-6	11
- CN(Cc1ccco1)C(=O)CCN1C(=O)c2ccccc2C1=O
 : x	-11	19
- CCCC(=O)NCCNc1ccc(Nc2cc(C)ccn2)nn1
 : x	-8	12
- CCOC(=O)C1(Cc2cccc(F)c2)CCN(Cc2ccccc2O)CC1
 : -3	0	-1
- COCCn1cc(C(=O)NCc2ccccc2Cl)c2nn(-c3ccccc3)c(=O)c-2c1
 : -9	-8	3

# Taken from above.
# Under mcGAS lum, `CCOC(=O)C1(Cc2cccc(F)c2)CCN(Cc2ccccc2O)CC1` has the entry -3
# Under hcGAS lum, `CCCC(=O)NCCNc1ccc(Nc2cc(C)ccn2)nn1` has the entry -8

# Remaining list, next part.
# Values run as follows: mcGAS lum	hcGAS lum	NPYLR7 agonist
- Cc1noc(C)c1Cn1c(C)c(C(=O)NCc2ccc3c(c2)OCO3)sc1=O
 : x	-5	15
- Cc1cc(=O)n2[nH]c(NC(=O)C3CCCCC3)nc2n1
 : x	-1	0
- CCCCCCc1ccc(C(=O)N(CCCOC)CC(=O)N(CCc2c[nH]c3ccccc23)Cc2ccc(F)cc2)cc1
 : -5	-6	5
- CNC(=O)CC1C(=O)NCCN1Cc1cnn(-c2ccc(C)c(C)c2)c1 (stereo unspecified)
 : x	-8	19
- Cc1cc(C(=O)NN)nn1C
 : -4	2	-6
- CNc1ccc(-c2noc([C@@H]3CCCN3C(C)C)n2)cn1
 : -5	-6	-6
- COc1cccc(Cc2nsc(N3CCCN(C(=O)Nc4cccc(OC)c4)CC3)n2)c1
 : -4	-16	-11
- Cc1c2c(=O)n(-c3ccccc3)[nH]c2cc(=O)n1Cc1ccccc1
 : x	-7	13
- COc1ccc(NC(=O)C2(C)CCN2CC(C)C)cc1F (stereo unspecified)
 : -8	-15	4
- CN(CCSc1ccccc1)C(=O)c1cn2c(n1)CNCC2
 : -11	-6	-4
- CSc1nc2c(c(-c3ccc(O)cc3)c1C#N)CCC2
 : -5	-1	-1
- COc1ccc(CCN(Cc2ccc(C)o2)C(=O)CN(CCN2CCOCC2)C(=O)C2CC2)cc1OC
 : -3	-1	-3
- COc1ccc(C(=O)N2CCSC23C(=O)N(Cc2cccc(OC)c2)c2ccc(C)cc23)cc1 (stereo unspecified)
 : 1	-2	-7
- O=[N+]([O-])c1ccccc1NCCNc1cccc2ccccc12
 : -5	-3	5
- Cc1cc2ncn(-c3ccc([N+](=O)[O-])cc3[N+](=O)[O-])c2cc1C
 : x	-8	-1
- COc1cc(C=C2C(=O)NC(=O)NC2=O)ccc1OCc1ccccc1
 : -7	0	7
- COCC(=O)Nc1ccc(N2CCN(C(=O)c3cc(F)cc(F)c3F)CC2)nc1
 : -6	-10	23
- O=C(NC12CC3CC(CC(O)(C3)C1)C2)c1cc(CN2CCOCC2)on1
 : x	-14	13
- CCCN(CC(=O)N(CCc1c[nH]c2ccccc12)Cc1ccc(C(F)(F)F)cc1)C(=O)Nc1c(C(C)C)cccc1C(C)C
 : -4	-9	23
- COc1cccc2cc(-c3nnc(Nc4cc(C(F)(F)F)ccc4Cl)s3)c(=O)oc12
 : -1	-1	-2
- O=C(N[C@@H](CO)[C@H](O)c1ccc([N+](=O)[O-])cc1)C(Cl)Cl
 : x	-3&-3	-4&-1
- Cc1onc(-c2ccccc2)c1C(=O)N(Cc1nccn1C)C1CC1
 : -15	-4	1

# Compounds were not picked by outcome; about 0.27% have a hit in one of these screens.
